MITF primary: blocks human microphthalmia-associated transcription factor | O75030 | AlphaScreen MITF homodimerization, bead proximity signal | inhibition, % at 2.6 µM | hit rate 0.91% among 650,000 | AID 1259374; in the data active = inhibition above about 50%;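 note: 0% = vehicle wells with protein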
FBW7 act: human FBW7 E3 ligase activation, primary screen; Q969H0; AlphaScreen FBW7–phospho-cyclin E peptide binding, activator screen; normalized activity (activation), % at 26.1 µM; hit rate 0.13% among 650,000; in the data active = normalized activity above about 1.9%;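 note: purified mutant Fbw7 with reduced substrate affinity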
Target sequence (Q969H0 whole entry, looked up): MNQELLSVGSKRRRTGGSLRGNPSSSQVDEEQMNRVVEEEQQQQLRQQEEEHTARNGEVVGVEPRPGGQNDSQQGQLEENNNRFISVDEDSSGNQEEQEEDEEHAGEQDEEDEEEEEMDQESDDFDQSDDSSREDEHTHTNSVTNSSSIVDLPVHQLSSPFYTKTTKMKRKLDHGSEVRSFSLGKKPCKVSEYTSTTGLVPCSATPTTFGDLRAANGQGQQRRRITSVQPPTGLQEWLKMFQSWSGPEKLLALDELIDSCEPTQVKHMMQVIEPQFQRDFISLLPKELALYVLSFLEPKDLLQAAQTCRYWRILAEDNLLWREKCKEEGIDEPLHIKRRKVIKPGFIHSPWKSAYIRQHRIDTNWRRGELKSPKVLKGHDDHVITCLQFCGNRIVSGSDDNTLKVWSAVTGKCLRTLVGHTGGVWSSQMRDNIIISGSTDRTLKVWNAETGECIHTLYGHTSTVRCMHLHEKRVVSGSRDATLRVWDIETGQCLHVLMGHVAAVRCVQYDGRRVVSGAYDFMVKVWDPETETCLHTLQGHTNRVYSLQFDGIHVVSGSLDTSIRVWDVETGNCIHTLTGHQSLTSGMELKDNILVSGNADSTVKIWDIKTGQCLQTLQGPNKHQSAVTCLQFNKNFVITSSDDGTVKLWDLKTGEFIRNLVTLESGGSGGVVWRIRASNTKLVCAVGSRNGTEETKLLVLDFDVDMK
GPR151 activ: activates the human receptor GPR151; Q8TDV0; hit rate 1% among 650,000; PathHunter beta-arrestin GPR151 cells, luminescence; activation, % at 11.2 µM; AID 1508602; in the data active = activation above about 4.9%;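 note: 0% = median of compound wells and 100% = cells with positive control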
Target sequence (Q8TDV0 whole entry, looked up): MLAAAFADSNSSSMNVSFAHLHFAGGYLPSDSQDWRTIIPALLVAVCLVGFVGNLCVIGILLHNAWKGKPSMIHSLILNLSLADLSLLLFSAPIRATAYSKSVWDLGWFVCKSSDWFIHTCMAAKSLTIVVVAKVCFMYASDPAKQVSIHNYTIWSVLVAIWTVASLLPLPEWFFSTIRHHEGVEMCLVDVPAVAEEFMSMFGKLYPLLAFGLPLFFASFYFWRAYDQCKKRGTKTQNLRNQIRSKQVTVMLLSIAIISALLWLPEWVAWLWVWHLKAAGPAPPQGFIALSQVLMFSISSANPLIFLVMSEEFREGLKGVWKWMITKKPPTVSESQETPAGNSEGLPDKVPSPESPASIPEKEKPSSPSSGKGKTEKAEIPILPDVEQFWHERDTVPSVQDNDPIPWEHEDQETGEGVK
TEAD-YAP block: TEAD-YAP interaction inhibition; hit rate 1.4% among 640,000; HEK-TIYL cells, TEAD-Gal4/YAP UAS-luciferase luminescence; inhibition, % at 9.12 µM; in the data active = inhibition above about 32%;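 note: 0% = median of test compound wells and 100% = reference inhibitor wells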
* = called active by the depositor; & = joins results of further samples; ! = repeats disagree.

SMILES	MITF primary	FBW7 act	GPR151 activ	TEAD-YAP block
CCOC(=O)CC(NS(=O)(=O)c1cc([N+](=O)[O-])ccc1C)c1ccc(C)cc1 (configuration not stated)	-3	-0.1	-0.4	9
CC1(C)CC(=O)C2=C(C1)N=C1c3ccccc3C(=O)C1C2c1cc([N+](=O)[O-])ccc1O (configuration not stated)	9	-0.3	-0.1	12
Cc1ncc2c(c1CNS(C)(=O)=O)CCN(C(=O)c1scc3c1CCCC3)C2	11	0.9	-0.3	8
CCCCN(C)CCCN(Cc1cccs1)C(=S)Nc1ccc(Cl)c(C)c1	5	-0.1	-0.2	13
CCCC1=NN2C(=N)/C(=C\c3coc4ccccc4c3=O)C(=O)N=C2S1	16	0.2	-0.3	2
COc1ccc(C(=O)N2N=C(c3ccncc3)CC2(O)C(F)(F)F)cc1 (configuration not stated)	14	0.9	-0.9	2
CCOC(=O)c1c(NC(=O)c2sc3cc(C)ccc3c2Cl)sc2c1CCCC2	7	-0.1	-0.8	1
O=C(NN1CC(C(=O)OCc2ccc(Br)cc2)CC1=O)c1ccccc1 (configuration not stated)	-4	0.1	2.7	5
COc1ccc(S(=O)(=O)NNC(=S)Nc2ccc(F)cc2F)cc1	6	0.0	3.9	-10
COc1ccc(NC(=O)C(=O)NCc2ccco2)cc1Cl	12	0.1	-0.7	-19
COc1ccc(C2(CC(=O)N3CCC(c4ccccc4)CC3)CC(=O)N(C3CC3)C2=O)cc1 (configuration not stated)	11	0.7	-1.5	-7
CN(C(=O)c1coc(=O)c2ccccc12)C1CCCCC1	-20	0.3	-2.5	10
CC(=O)C1=C(C)Nc2ncnn2C1c1cccc(Cl)c1 (configuration not stated)	-5	-0.2	-0.6	-9
Cc1cc(C)cc(C(=O)O/N=C2/CC(C)N(C)CC2C)c1 (configuration not stated)	-9	-0.1	-0.1	0
CCOc1ccccc1N(CC)C(=O)Cn1ncc2c(=O)oc3ccccc3c21	13	0.0	-0.3	-1
CC(=O)c1c(C)[nH]c(-c2csc(NC3CCCCC3)n2)c1C	-9	0.5	-0.9	-4
COc1ccccc1N(C)c1c(-c2ccccc2)c(=O)c1=O	-7	-0.1	-0.9	-14
O=C(/C=C/c1ccccc1)Nc1ccc(S(=O)(=O)N2CCc3ccccc32)cc1	10	0.2	0.6	-16
C=CCn1c(N/N=C/c2cccc(OC)c2O)nc2c1c(=O)n(C)c(=O)n2C	-5	-0.1	0.2	17
COc1ccccc1NC(=O)c1ccc(OC(=S)N(C)C)cc1	20	2.3*	-1.1	-20
CC(NCCN1CCNCC1)c1cc(C(C)(C)C)cc2c1CCC2(C)C (configuration not stated)	-17	0.6	-0.8	64*
COC(=O)CCCC(=O)N1CCCC(CNC(=O)Cc2ccc(OC)cc2)C1 (configuration not stated)	8	0.2	1.8	-12
CCc1nc(SCC(=O)N(c2ccccc2)c2ccccc2)n[nH]1	15	0.0	-1.2	14
CC[n+]1c(-c2ccc(C)cc2)csc1Nc1ccc(NC(C)=O)cc1	12	-0.1	0.5	62*

Random excerpt: 3 compounds from above.
SMILES	MITF primary	FBW7 act	GPR151 activ	TEAD-YAP block
O=C(NN1CC(C(=O)OCc2ccc(Br)cc2)CC1=O)c1ccccc1 (configuration not stated)	-4	0.1	2.7	5
CC(=O)C1=C(C)Nc2ncnn2C1c1cccc(Cl)c1 (configuration not stated)	-5	-0.2	-0.6	-9
CCOC(=O)CC(NS(=O)(=O)c1cc([N+](=O)[O-])ccc1C)c1ccc(C)cc1 (configuration not stated)	-3	-0.1	-0.4	9

Following part.
SMILES	MITF primary	FBW7 act	GPR151 activ	TEAD-YAP block
CCOC(=O)c1c(NC(=O)CSc2nnc(CNC(=O)Cc3ccccc3)n2-c2ccc([N+](=O)[O-])cc2)sc2c1CCC2	5	0.0	-0.1	9
Cc1cccc(C(=O)Nc2ccc(Oc3ccc4c(c3)C(=O)NC4=O)cc2)c1	5	0.3	-0.7	12
Cc1c(C(=O)N/N=C/c2ccc(Br)cc2)nc2ccccn12	-6	0.0	2.9	1
CC(C)(CC(=O)NCc1ccc(F)cc1)CC1=NS(=O)(=O)c2ccccc2N1	12	0.2	1.0	7
Cc1nc2nc[nH]n2c(=O)c1Br	-1&-9	0.1&0.0	-6.6&-5.2	2&-5
COC(=O)c1cc(Br)ccc1-c1ccc(/C=N/n2nnnc2N)o1	1	-0.1	0.4	-4
COc1ncc(-c2cnc3[nH]c(=O)n(CC(C)C)c3n2)cn1	-1	-0.4	0.4	-1
COc1ccc2oc(-c3ccc(NC(=O)c4ccc(Cl)cc4Cl)cc3)nc2c1	-2	0.1	-0.2	-5
COc1ccc2c(c1)CC(c1nc3ccc(-c4cncnc4)cc3o1)CO2 (configuration not stated)	5	-0.1	2.3	0
Cc1cc(NC(=O)CN2CCN(c3ccc(O)cc3)CC2)no1	0	0.0	1.3	9
Cc1cc(C)n2nc(C(=O)N/N=C/C=C\c3ccccc3)nc2n1	3	-0.1	-1.8	-9
O=C(Nc1ccc(S(=O)(=O)N2CCCCC2c2cccnc2)cc1)c1c(F)cccc1F (configuration not stated)	2	-0.1	2.1	-3
CC(C)N(C(=O)COC(=O)c1ccc(I)cc1)c1ccccc1	0	0.1	0.1	2
COc1ccc(C(=O)NC(=S)Nc2ccc(S(=O)(=O)Nc3nccs3)cc2)cc1	-5	0.0	-0.5	-16
COc1cc([N+](=O)[O-])ccc1NC(=O)/C=C/c1ccco1	31	-0.1	1.2	-26
COc1cc(NC(=O)Cc2ccccc2)ccc1NC(=O)c1cc2ccccc2o1	1	0.1	-0.4	-13
CCN(CC)C(=O)CN(c1ccc(C)c(C)c1)S(C)(=O)=O	-11	0.1	0.3	7
N#CSc1ccc2nc(N)sc2c1	-15	-0.3	0.4	0
COc1ccc2cc3[n+](cc2c1OC)CCc1cc2c(cc1-3)OCO2	2&2&-19	-0.2&-0.1&-0.1	0.0&1.8&1.3	56*!
COc1ccccc1N1CCN(C(=O)c2sc3nc(C)nc(N4CCN(c5ccccn5)CC4)c3c2C)CC1	-16	0.0	-0.3	10
O=[N+]([O-])c1cc(/C=N/n2cnnc2)c(O)c2ccccc12	8	0.3	-1.4	5
Cc1cc(CNc2nncc(-c3ccccc3C)n2)on1	3	0.0	-0.3	4
C[C@@H](N)C(=O)Nc1ccc(-c2cn[nH]c2)cc1OCCN(C)C	18	0.3	1.7	-2
CCOC(=O)c1ccc2ncc(C(=O)OCC)c(N)c2c1	13	-0.2	1.0	-7
O=C(NN1C(=O)c2cccc3c([N+](=O)[O-])ccc(c23)C1=O)c1ccccc1[N+](=O)[O-]	-4	0.2	0.5	-2
CCC(C)(C)c1cnc(NC(C)=O)s1	10	0.0	1.1	-1
CCOc1cc(-c2noc(N)c2C#N)cc(OCC)c1OCC	1	0.1	0.9	8
Cc1ccc([N+](=O)[O-])cc1NC(=O)C1CC(=O)OC12CCOC(C)(C)C2 (configuration not stated)	13	-0.1	0.1	13
CC(NC(=O)c1cc(F)ccc1F)c1nnc2n1CCN(Cc1ccco1)CC2 (configuration not stated)	4	0.1	1.5	2
O=C(NCCNCc1ccc(Cl)cc1)c1cccs1	24	0.1	0.7	10
CCOC(=O)C1=C(C)N=c2s/c(=C\c3ccc(OCc4ccc([N+](=O)[O-])cc4)c(OCC)c3)c(=O)n2C1c1ccc(OC)cc1 (configuration not stated)	-5	-0.1	-0.2	2
Cc1nc(Nc2nc3ccccc3s2)ncc1C(=O)Nc1ccccc1	18	0.5	1.8	-3
CCN1CCN(CC(=O)NCCc2ccc(OC)c(OC)c2)C(=O)C1=O	-18	0.5	0.6	4
COc1ccc(C(=O)c2cnc3ccc(F)cc3c2N2CCC(C(N)=O)CC2)cc1	14	0.3	-0.6	6
O=C(Nc1ccc(Cl)cc1)Nc1nnc(CSCc2ccccc2)s1	-5	0.1	0.5	4
COCCn1c(=NC(=O)c2ccc([N+](=O)[O-])s2)sc2cc(F)ccc21	8	0.2	-0.7	-1
CCc1c(C)[nH]n2cnnc2c1=O	-4	0.0	0.5	-7
COc1ccc(NC(=O)C2CC23CCN(Cc2cccc(OC)c2OC)CC3)cc1Cl (configuration not stated)	0	0.0	0.6	-3
CCCCN1CNC(=S)N(c2ccccc2)C1	-3	-0.2	-0.7	-4
C/C(=N/NC(=O)c1n[nH]c2c1CCCC2)c1cccc(O)c1	-3	-0.1	0.1	23
O=C(CCNC(=O)c1ccc(Br)o1)NC1CCCCCC1	12	-0.1	-1.4	-3
CC1(C)CC(=O)C2=C(C1)N(c1c(F)cccc1F)C(N)=C(C#N)C2c1ccccc1F (configuration not stated)	-12	0.0	-0.3	-4
Cc1ccc(NC(=O)CSc2nnc(Cc3ccccc3)o2)cc1[N+](=O)[O-]	4	-0.3	1.8	-3
CCOc1ccccc1CNCC(C)O (configuration not stated)	8	-0.1	-1.2	4
Cc1cc(=O)n(CC(=O)Nc2ccc(C(N)=O)cc2)c(-n2nc(C)cc2C)n1	-15	-0.1	1.2	-17
Cc1nnc(Nc2ccc(F)cc2)c2ccccc12	9	0.1	-1.3	-5
COc1ccc(-c2[nH]ncc2CNC(C)CCn2cccn2)cc1F (configuration not stated)	10	0.0	0.4	-11
O=C(NCc1cccnc1)c1ccc(OCc2ccc3ccccc3n2)cc1	15	0.2	0.2	-21

Among those listed so far, these contain a Cl atom:
SMILES	MITF primary	FBW7 act	GPR151 activ	TEAD-YAP block
CCCCN(C)CCCN(Cc1cccs1)C(=S)Nc1ccc(Cl)c(C)c1	5	-0.1	-0.2	13
CCOC(=O)c1c(NC(=O)c2sc3cc(C)ccc3c2Cl)sc2c1CCCC2	7	-0.1	-0.8	1
COc1ccc(NC(=O)C(=O)NCc2ccco2)cc1Cl	12	0.1	-0.7	-19
CC(=O)C1=C(C)Nc2ncnn2C1c1cccc(Cl)c1 (configuration not stated)	-5	-0.2	-0.6	-9
COc1ccc2oc(-c3ccc(NC(=O)c4ccc(Cl)cc4Cl)cc3)nc2c1	-2	0.1	-0.2	-5
O=C(NCCNCc1ccc(Cl)cc1)c1cccs1	24	0.1	0.7	10
O=C(Nc1ccc(Cl)cc1)Nc1nnc(CSCc2ccccc2)s1	-5	0.1	0.5	4
COc1ccc(NC(=O)C2CC23CCN(Cc2cccc(OC)c2OC)CC3)cc1Cl (configuration not stated)	0	0.0	0.6	-3

Another view of some results above.
O=[N+]([O-])c1cc(/C=N/n2cnnc2)c(O)c2ccccc12
  MITF primary = 8 | FBW7 act = 0.3 | GPR151 activ = -1.4 | TEAD-YAP block = 5
Cc1cc(CNc2nncc(-c3ccccc3C)n2)on1
  MITF primary = 3 | FBW7 act = 0.0 | GPR151 activ = -0.3 | TEAD-YAP block = 4

(next part)
SMILES	MITF primary	FBW7 act	GPR151 activ	TEAD-YAP block
COc1cccc2cc(C(=O)C[n+]3ccccc3)c(=O)oc12	35	-0.1	4.1	10
CN1CCN(c2ccc(-c3ccc4c(-c5cnn(C)c5)[nH]nc4n3)cn2)CC1	11	-0.1	0.5	-46
Cc1ccc(-n2cc(C(=O)N3CCN(c4cccc(Cl)c4)CC3)c3ccccc3c2=O)cc1C	16	0.3	-0.4	4
CC(NS(=O)(=O)c1ccc(-n2cccn2)cc1)c1ccc2c(c1)OCCO2 (configuration not stated)	-1	0.0	0.1	-6
O=C(CCCCCCCCC(=O)N1CCCC1=S)N1CCCC1=S	7	-0.3	0.6	-2
COc1cc2cc3c(N)c(C(=O)N4CCCC(C)C4)sc3nc2cc1OC (configuration not stated)	18	0.5	-1.4	19
CCOC(=O)c1cc([N+](=O)[O-])sc1NC(=O)c1ccc(Cl)s1	5	-0.1	-0.1	-6
CCN=C1SC(C(=O)NCCc2ccccc2)CC(=O)N1CC (configuration not stated)	6	0.0	0.4	10
CC1(C)CC(=O)C/C(=N\NC(=O)NC2CCCCC2)C1	6	-0.1	1.7	0
COCCN(Cc1ccco1)C(=O)C(=O)Nc1ccc2nc3n(c(=O)c2c1)CCCCC3	20	0.6	0.3	8
O=C1[C@@H]2CCCN2C(=O)[C@H]2CN(CC3CC3)CCN12	-10	0.0	-0.6	-5
Cc1ccc(Cl)cc1N1CCN(S(=O)(=O)c2cccc3cccnc23)CC1	13	0.2	-1.4	-9

Overlap with the part before: 2 compounds, followed by the next part.
SMILES	MITF primary	FBW7 act	GPR151 activ	TEAD-YAP block
O=C1[C@@H]2CCCN2C(=O)[C@H]2CN(CC3CC3)CCN12	-10	0.0	-0.6	-5
Cc1ccc(Cl)cc1N1CCN(S(=O)(=O)c2cccc3cccnc23)CC1	13	0.2	-1.4	-9
CCCOc1ccc(C(=O)CCC(=O)NNC(=O)c2cccs2)cc1	-16	-0.1	2.5	-4
Cc1cc(CNC(=O)CC2C(=O)NCCN2CC(C)(C)C)nn1C (configuration not stated)	2	0.0	1.0	1
CN(C)C(=O)c1cccc(-c2cnc3[nH]c(=O)n(C4CCOCC4)c3n2)c1	17	-0.4	-0.1	-12
COC(=O)c1cc(S(=O)(=O)NCC2CCCO2)c[nH]1 (configuration not stated)	5	0.2	2.9	2
O=C(N[C@H]1C[C@H]2C(=O)N3CCC[C@@H]3C(=O)N2C1)c1ccc2ccccc2c1	-4	-0.3	-1.2	-6
Cc1nn(C)c(C)c1-c1ncc(C(=O)Nc2ccc(Oc3ccccc3)cc2)s1	-8	-0.1	0.2	5
CCNC(=S)N1CCN(C(=O)C(Cc2ccccc2)NC(C)=O)CC1 (configuration not stated)	11	1.3	-0.3	4
CC(C)(C)c1nnc(Nc2cccc(Cl)c2)[nH]c1=O	-6	-0.2	-0.4	-7
O=C(NCCCn1ccnc1)c1ccc([N+](=O)[O-])cc1Cl	7	0.1	-0.4	6
CCOc1cccc2c1N(C(=O)/C=C/c1ccc(OC)cc1)C(C)(C)c1ssc(=S)c1-2	7	0.0	-0.4	-1

Screening data as filed in PubChem.
